HCMV inh: inhibitors of human cytomegalovirus. 4.5% of 410,000 active. HFF cells, HCMV-luciferase reporter, 72 h; hits give low values. AID 1259415. activity change, negative = inhibition, % at 57.5 µM; in the data active = activity change below about -60%; inconclusive = no clear call, values can overlap the other calls; inactive = above about -39%
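Two-dose cell screen: HFF monolayers treated with compounds and infected with luciferase-expressing HCMV at 1 PFU/cell, 72 h at 37C, then lysed for luciferase measurement.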
Sm TGR block: inhibitors of Schistosoma mansoni thioredoxin glutathione reductase. purified TGR, DTNB reduction, TNB absorbance 405 nm. Potency, µM (doses to about 114 µM), for the others: at the top dose activity change, negative = inhibition, actives largely listed as inhibitors. 3% of 360,000 active. AID 485364; note: potency is the fitted concentration of half-maximal effect; nearly all actives have a fitted effect of over 60% in size
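TGR 20 nM + NADPH 100 uM (dispensed conc.), cpd preinc 15 min RT; start with NADPH (500 uM addition) then DTNB (15 mM addition). Kinetic TNB absorbance, 405 nm filter. Four-parameter Hill fit across titration.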
FBPA Giardia inh: blocks Giardia fructose-bisphosphate aldolase activity. purified Giardia FBPA. 0.71% of 290,000 active. Potency, µM (doses to about 59.6 µM), for the others: top-dose activity, negative = inhibition, usual class: inhibitors. A8B2U2; note: potency is the fitted concentration of half-maximal effect; nearly all actives have a fitted effect of over 55% in size
Target sequence (A8B2U2 whole entry, looked up): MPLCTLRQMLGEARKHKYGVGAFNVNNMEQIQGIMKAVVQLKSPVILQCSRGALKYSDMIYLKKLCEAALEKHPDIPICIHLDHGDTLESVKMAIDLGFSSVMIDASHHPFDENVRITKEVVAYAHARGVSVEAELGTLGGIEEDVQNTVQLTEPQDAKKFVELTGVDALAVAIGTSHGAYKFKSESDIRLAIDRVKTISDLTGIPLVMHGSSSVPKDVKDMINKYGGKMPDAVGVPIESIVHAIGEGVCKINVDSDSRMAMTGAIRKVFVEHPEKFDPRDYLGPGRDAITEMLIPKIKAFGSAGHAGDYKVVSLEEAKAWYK
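Giardia FBPA (40 nM reagent) was preincubated 10 min at RT with compound (up to 57.5 uM final), then substrate plus GAPDH/TPI/NAD/arsenate coupling system with diaphorase/resazurin was added; resorufin fluorescence (525/598 nm) was read after 20 min.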
AmpC no deterg: inhibitors of E. coli AmpC beta-lactamase without detergent; AmpC nitrocefin hydrolysis, absorbance 480 nm, 0.0001% Triton; Potency, µM (top dose mostly 57.1 µM), without a hit: top-dose activity change, negative = inhibition, hits mostly inhibitors; 0.52% of 330,000 active;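 note: potency is the fitted concentration of half-maximal effect; plate controls were no compound for no effect and no enzyme for full effect; nearly all actives have a fitted effect of over 20% in size; some results filed as inactive show a strong effect at the top dose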
Target sequence (P00811 whole entry, looked up): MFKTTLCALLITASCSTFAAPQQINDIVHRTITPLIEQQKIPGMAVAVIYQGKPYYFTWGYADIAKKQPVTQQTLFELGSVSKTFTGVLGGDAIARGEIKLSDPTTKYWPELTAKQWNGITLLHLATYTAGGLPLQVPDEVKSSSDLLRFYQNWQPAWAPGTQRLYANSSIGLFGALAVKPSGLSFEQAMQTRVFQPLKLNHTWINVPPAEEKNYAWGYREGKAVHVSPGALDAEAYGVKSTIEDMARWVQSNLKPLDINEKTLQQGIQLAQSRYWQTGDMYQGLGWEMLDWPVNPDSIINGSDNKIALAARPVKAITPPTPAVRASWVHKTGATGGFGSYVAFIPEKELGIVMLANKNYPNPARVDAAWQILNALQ
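AmpC (5.3 nM in the dispensed reagent) in 20 mM phosphate pH 7.0 with 0.01% (detergent screen) or 0.0001% Triton X-100 was preincubated with compounds for 15 min at room temperature. Nitrocefin was then added from an 800 uM solution, and hydrolysis was followed at 480 nm.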
AmpC inh detg: blocks E. coli AmpC beta-lactamase in detergent assay; AmpC hydrolysis of nitrocefin, absorbance 480 nm, 0.01% Triton; 0.041% of 370,000 active; P00811; Potency, µM (top dose mostly 114 µM), inactives show top-dose activity change, negative = inhibition, hits mostly inhibitors;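 note: potency is the fitted concentration of half-maximal effect; 0% = no-compound wells and -100% = no-enzyme wells; nearly all actives have a fitted effect of over 25% in size; some results filed as inactive show a strong effect at the top dose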
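AmpC (5.3 nM in the dispensed reagent) in 20 mM phosphate pH 7.0 with 0.01% (detergent screen) or 0.0001% Triton X-100 was preincubated with compounds for 15 min at room temperature. Nitrocefin was then added from an 800 uM solution, and hydrolysis was followed at 480 nm.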
HCV inh: HCV inhibition. Huh7.5.1 HCVcc-Cre infection, luciferase reporter, 44 h. Potency, µM (top dose mostly 41.8 µM), without a hit: top-dose activity change, negative = inhibition, most hits filed as inhibitors. 3.4% of 340,000 active. AID 651820; note: potency is the fitted concentration of half-maximal effect
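Cells seeded at 1,000/well and cultured 4 h, then compounds added followed by HCVcc-Cre virus (~0.5 moi). After 44 h further culture, luciferase substrate was added, plates held 15 min at room temperature, and luminescence read for 15 sec.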
Numbers without * were called inactive; ? = inconclusive; / = not tested or not shown; [ ] = another dose, or the depositor's remark. Unless noted, calls come from the whole dose curve; as a rule, active = well fitted curve in the direction sought with a large enough effect; inconclusive = small, poorly fitted or top-dose-only effect, or another doubt; inactive = no such curve, though single readings can be large; an effect the other way counts as inactive or inconclusive. Unless noted, % is set by controls: 0 for no effect and ±100 for the full control effect.

SMILES	HCMV inh	AmpC no deterg	HCV inh	Sm TGR block	AmpC inh detg	FBPA Giardia inh
CC[n+]1c(/C=C/c2cc([N+](=O)[O-])ccc2O)ccc2ccccc21	?	1.5%	?	0.0%	-12.6%	-17.8%
Cc1csc(NC(=O)CN(C)S(=O)(=O)c2cccc3cccnc23)n1	3.7	1.6%	?	0.0%	-4.6%	-5.2%
CC1CCN(C(=O)c2ccc3ccccc3c2)CC1	58.4	-1.4%	11.4%	-19.2%	-6.1%	15.7%
Cc1c(OC(C)C(=O)NCc2ccccn2)ccc2c3c(c(=O)oc12)CCCC3 (stereo unspecified)	-20.3	188.2%[activator]	?	0.7%	-2.3%	/
Cc1cccc(CCN=c2c([N+](=O)[O-])nn(-c3ccccc3)n2O)c1	-35.8	-0.8%	?	2.4%	-0.6%	-9.6%
CC(C)(C)c1ccc(C(=O)N2CCC(C(=O)NC3CC3)CC2)cc1	54.0	-8.6%	5.2%	5.4%	-4.4%	/
O=C(Nc1cccc(-c2cc3ccccc3oc2=O)c1)c1ccc(Br)o1	-38.5	-29.6%	?	2.3%	?	-4.2%
COCCCNC(=O)CN(C1CCCCC1)S(=O)(=O)c1ccc(C)cc1	?	90.1%[activator]	-1.4%	23.8%	5.6%	4.6%
Cc1ccc(S(=O)(=O)N2CCCC(C(=O)NCC3COCCO3)C2)cc1 (stereo unspecified)	0.7	-15.9%	20.4%	0.0%	-9.7%	2.2%
O=C(c1nc2nc(-c3cccs3)cc(C(F)(F)F)n2n1)N1CCN(Cc2ccccc2)CC1	-11.3	51.7%	?	0.4%	-2.7%	-2.0%
COc1ccc2[nH]c3c(NCCN(C(C)C)C(C)C)ncnc3c2c1	11.8	-2.6%	?	0.1%	?	-0.6%
COc1ccccc1N1CCN(CC(O)c2c(C)[nH]c3ccccc23)CC1 (stereo unspecified)	?	-23.7%	-8.0%	15.8µM*	?	-2.6%

Next section:
SMILES	HCMV inh	AmpC no deterg	HCV inh	Sm TGR block	AmpC inh detg	FBPA Giardia inh
CCOC(=O)c1c(NC(=O)COc2cccc3c2CCN(C)C3=O)sc2c1CCC2	-62.6*	-36.6%	-3.6%	?	3.3%	3.1%
COc1cccc(N2CC(C(=O)Nc3nnc(SCC(=O)N4CCOCC4)s3)CC2=O)c1 (stereo unspecified)	45.3	11.8%	30.1%[activator]	2.3%	0.3%	?
Cc1cc(NC(=O)COC(=O)c2ccc(NS(=O)(=O)c3ccc(C)c(C)c3)cc2)no1	?	-52.7%	-20.3%	13.7%	?	/
COc1ccccc1-c1ccnc2c(-c3ccc(Br)cc3)c(C)nn12	2.8	/	/	-2.4%	-1.4%	/
O=C(Cn1ncc2c3ccccc3n(Cc3ccc(F)cc3)c2c1=O)NC1CCCCCC1	5.5	/	/	9.5%	4.2%	/
C=C(C)C(=O)Nc1cccc(C2=NOC3(C2)C[C@H](C(N)=O)N(C(=O)/C=C/C)C3)c1 (stereo partly specified)	32.5	-1.7%	10.9%	-10.7%	-5.6%	-14.2%
CCOC(=O)N1CCN(C(=O)COC(=O)c2cccc(C)c2[N+](=O)[O-])CC1	-22.9	-6.8%	-8.0%	1.9%	2.7%	/
CC(=O)c1ccc(NC(=O)CN(C)S(=O)(=O)c2cc3c(cc2C)NC(=O)CO3)cc1	-3.3	/	/	-1.6%	1.1%	/
C#CCOC(=O)C[N+](C)(C)C/C=C/c1ccccc1	24.3	1.4%	10.2%	-10.5%	1.5%	-7.1%
Cc1[nH]c2ccccc2c1C(=O)CSc1nc2ccccc2c(=O)n1-c1ccccc1F	-88.7*	-17.6%	/	/	4.9%	-3.4%
Cn1c(=O)c2c(ncn2CC(O)CNc2ccc(Br)cc2)n(C)c1=O (stereo unspecified)	-11.6	26.2%	-15.1%	-1.1%	?	-4.1%
Cc1ccc(/C=N/NC(=O)c2cccc(NC(=O)c3ccccc3C)c2)o1	8.7	?	-11.4%	?	-12.6%	18.2%

Later entries
SMILES	HCMV inh	AmpC no deterg	HCV inh	Sm TGR block	AmpC inh detg	FBPA Giardia inh
CC1(C)CC2CC(C)(CN2/C=C2/CCCCC2=O)C1 (stereo unspecified)	17.7	10.7%	36.7%[activator]	35.5µM*	-1.3%	-5.7%
Cc1cnc(C(=O)OCC(=O)N2C(C)CCCC2C)cn1 (stereo unspecified)	-10.3	-22.5%	8.8%	/	/	/
CCOC(=O)CSc1nc2cccnc2n1C	-29.3	-1.5%	4.2%	/	-9.3%	1.1%
O=CNC1CCCc2c1[nH]c1ccc(Cl)cc21 (stereo unspecified)	?	5.1%	7.08µM*	7.6%	-12.5%	-6.4%
Cc1cc(C(C)(C)C)cc(C)c1CC1=NCCN1	-12.3	-17.0%	-7.7%[8.37 µM]	-2.0%	-12.0%	-2.4%
O=C(NCCN1CCN(c2cccc(Cl)c2)CC1)Nc1ccccc1C(F)(F)F	-5.3	/	/	6.9%	-0.3%	/
CC1(C(=O)OCC(=O)Nc2ccccc2Cl)CC1(Cl)Cl (stereo unspecified)	-17.9	-4.4%	-2.3%	-5.3%	-1.3%	5.6%
Cc1ccc(NC(=O)COC(=O)[C@H](C)NC(N)=O)c(C)c1	5.1	-17.6%	12.8%	4.5%	?	1.0%
O=C(Nn1cc(C(=O)Nc2ccc(F)cc2F)c2ccccc2c1=O)c1cnccn1	-22.1	-16.8%	?	1.7%	-11.6%	17.7µM*
O=C(O)CCn1cc(/C=C2\SC(=S)NC2=O)c(-c2ccccc2)n1	-22.7	-23.4%	14.7%	-9.0%	-4.8%	8.8%
Cc1nn(-c2ccc(F)cc2)c(-n2cccc2)c1C(=O)N1CCN(C(=O)c2ccco2)CC1	-23.5	140.7%[activator]	4.4%	-15.8%	2.5%	4.0%
CC1CN(C)C(c2ccccc2)C(C)C12NC(=O)NC2=O (stereo unspecified)	19.6	-19.3%	2.1%	0.0%	-4.4%	6.1%

Carrying on:
SMILES	HCMV inh	AmpC no deterg	HCV inh	Sm TGR block	AmpC inh detg	FBPA Giardia inh
COc1cc(/C=N/NC(=O)C(Cc2c[nH]c3ccccc23)NC(=O)OCc2ccccc2)cc([N+](=O)[O-])c1O (stereo unspecified)	-2.8	10µM*	-5.3%	-12.4%	-6.2%	-10.5%
CCCCCCCCCC[n+]1cccc(C(=O)N(CC)CC)c1	-22.8	23.6%	-0.3%	-0.8%	0.3%	0.0%
COCCn1nnnc1C(c1cc2cc(OC)c(OC)cc2[nH]c1=O)N1CCN(c2ccc(O)cc2)CC1 (stereo unspecified)	13.1	-7.3%	-1.9%	11.4%	-8.2%	?
COc1ccc(C2(C)NC(=O)N(CC(=O)NC3CCCC3)C2=O)cc1OC (stereo unspecified)	-2.4	-10.4%	-2.3%	2.5%	-13.9%	/
CCn1c(=O)c(C(=O)NNC(=O)c2ccccc2F)c(O)c2ccccc21	?	-5.6%	?	0.4%	3.8%	10.1%
CCCC(=O)Nc1ccccc1N1CCN(C(=O)c2ccccc2)CC1	18.1	18.1%	-12.5%	-8.3%	?	3.7%
Cc1ccccc1N=C/C=C1\N(C)c2ccccc2C1(C)C	8.9	0.2%	-17.2%	20.4%	-14.4%	-12.8%
CC(C)CNC(=S)N(Cc1ccco1)Cc1cc2cc3c(cc2[nH]c1=O)OCCO3	?	-35.3%	?	-19.0%	-18.3%	-0.3%
Cn1nnnc1SCCNCc1ccccc1OCc1ccccc1F	-33.0	/	/	-15.8%	-3.6%	/
Cc1cccc(-n2ncc3c2CCCC3NC(=O)CCc2ccncc2)c1C (stereo unspecified)	0.0	4.8%	?	-2.5%	-12.1%	5.0%
Cc1ccc(C(=O)Nc2ccc3oc(-c4ccccc4C)nc3c2)cc1	-31.5	/	/	1.2%	7.1%	/
CCN(CC)CCN(C(=O)c1ccc(S(=O)(=O)N2CCOCC2)cc1)c1nc2cc3c(cc2s1)OCCO3	111.6	-19.4%	-4.7%	7.9%	6.4%	/

Next part.
SMILES	HCMV inh	AmpC no deterg	HCV inh	Sm TGR block	AmpC inh detg	FBPA Giardia inh
CN(Cc1ccc(F)cc1)C(=O)C(Cc1ccccc1)NC(=O)c1ccccc1 (stereo unspecified)	-17.3	-9.4%	-18.1%	-5.6%	-10.8%	/
C/C(N)=C(/C#N)C(=O)COC(=O)c1cc(-c2cccc(Br)c2)nc2ccccc12	26.8	-12.0%	?	-6.4%	?	-1.1%
COc1ccc(OCC(=O)Nc2c3c(nn2-c2ccc(OC)cc2)CS(=O)(=O)C3)cc1	-36.5	-9.6%	/	2.5%	-14.3%	/
Cc1nc2cc(-c3ccccc3)nn2c(C)c1CCC(=O)NCCc1ccccc1	-16.0	/	/	-1.9%	-8.3%	/
COc1ccc(NS(=O)(=O)c2ccc(N3CCCC3)c(N)c2)cc1	-33.8	-1.6%	?	-11.6%	1.3%	-7.8%
Cc1ccc(Nc2nnc(SC/C(O)=C(\C#N)c3nc4ccccc4[nH]3)s2)c(C)c1	-5.4	-22.0%	?	-9.5%	-6.3%	5.3%
Cc1ccc(NC(=S)NC(=O)c2ccc(F)cc2)cc1S(=O)(=O)Nc1cccc(Cl)c1	-35.3	-27.3%	?	-22.0%	-3.4%	2.4%
CCc1ccccc1N1CC(c2nc3ccccc3n2CCCCOc2ccccc2OC)CC1=O (stereo unspecified)	?	/	/	-6.5%	-8.2%	/
CCOC(=O)c1cnc(-n2[nH]c(C)c(Cc3ccccc3)c2=O)[nH]c1=O	4.5	-24.9%	1.3%	-5.7%	-9.2%	-5.0%
CN(C)CCN1C(=O)C(=O)/C(=C(/O)c2ccccc2)C1c1ccccc1F (stereo unspecified)	16.2	-18.5%	0.6%	5.4%	?	3.0%
Cc1ccccc1OCC(=O)Nc1cc(S(=O)(=O)N2CCOCC2)ccc1N1CCCC1	0.0	158.2%[activator]	?	-4.4%	2.1%	/
COc1cc(-c2cc(C(F)(F)F)n3ncc(C(=O)O)c3n2)cc(OC)c1OC	25.5	-10.7%	?	-21.1%	3.4%	-0.3%
CC(SC1=Nc2ccccc2C2CC=NN12)C(=O)NC1(C#N)CCCCC1 (stereo unspecified)	-11.7	-3.0%	?	4.9%	?	/
Cn1c(=O)c(C(=O)NCCO)c(O)c2ccccc21	-11.4	-1.2%	-13.6%	1.7%	2.5%	-21.0%

4 records drawn at random from the list so far:
SMILES	HCMV inh	AmpC no deterg	HCV inh	Sm TGR block	AmpC inh detg	FBPA Giardia inh
COCCCNC(=O)CN(C1CCCCC1)S(=O)(=O)c1ccc(C)cc1	?	90.1%[activator]	-1.4%	23.8%	5.6%	4.6%
O=C(O)CCn1cc(/C=C2\SC(=S)NC2=O)c(-c2ccccc2)n1	-22.7	-23.4%	14.7%	-9.0%	-4.8%	8.8%
COc1ccccc1-c1ccnc2c(-c3ccc(Br)cc3)c(C)nn12	2.8	/	/	-2.4%	-1.4%	/
Cc1cnc(C(=O)OCC(=O)N2C(C)CCCC2C)cn1 (stereo unspecified)	-10.3	-22.5%	8.8%	/	/	/

Compounds were not picked by outcome. Share with any hit: about 9.9%.
